BAZ2B inh – blocks human BAZ2B; Q9UIF8; AlphaScreen BAZ2B-H3K14Ac peptide displacement; Potency, µM (highest dose often 114 µM), for inactives: at the top dose activity change, negative = inhibition, most hits filed as inhibitors; 360,000 tested, 4.4% active; also: % is scaled to controls: 0 for no effect and ±100 for the full control effect; nearly all actives have a fitted effect of over 60% in size
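Complex of BAZ2B and biotin-H3K14Ac (50 nM apiece) forms over 30 min at RT, then faces library compounds up to 110 uM for another 30 min; AlphaScreen beads added, 20 min dark incubation, luminescence read.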
G9a block – blocks human histone lysine methyltransferase G9a. Potency, µM (series often up to 102 µM), without a hit: top-dose activity, negative = inhibition, hits mostly inhibitors. AID 504332. 350,000 tested, 8.8% active. G9a H3K9 monomethylation, AlphaScreen, 2 h; also: % is scaled to controls: 0 for no effect and ±100 for the full control effect; nearly all actives have a fitted effect of over 75% in size
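AlphaScreen detection with an anti-monomethyl H3K9 antibody quantified product after a 2 h room-temperature reaction containing 500 nM biotinylated H3K9 peptide, 20 µM SAM and 20 nM enzyme, which had been preincubated 15 min with compound.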
POLK inh – DNA polymerase kappa (human) inhibition; Q9UBT6; purified Pol kappa, fluorescent DNA synthesis assay, 10 min; Potency, µM (series often up to 107 µM), inactives show top-dose activity, negative = inhibition, most hits filed as inhibitors; 400,000 tested, 0.53% active; also: % is scaled to controls: 0 for no effect and ±100 for the full control effect
Target sequence (Q9UBT6 whole entry, looked up): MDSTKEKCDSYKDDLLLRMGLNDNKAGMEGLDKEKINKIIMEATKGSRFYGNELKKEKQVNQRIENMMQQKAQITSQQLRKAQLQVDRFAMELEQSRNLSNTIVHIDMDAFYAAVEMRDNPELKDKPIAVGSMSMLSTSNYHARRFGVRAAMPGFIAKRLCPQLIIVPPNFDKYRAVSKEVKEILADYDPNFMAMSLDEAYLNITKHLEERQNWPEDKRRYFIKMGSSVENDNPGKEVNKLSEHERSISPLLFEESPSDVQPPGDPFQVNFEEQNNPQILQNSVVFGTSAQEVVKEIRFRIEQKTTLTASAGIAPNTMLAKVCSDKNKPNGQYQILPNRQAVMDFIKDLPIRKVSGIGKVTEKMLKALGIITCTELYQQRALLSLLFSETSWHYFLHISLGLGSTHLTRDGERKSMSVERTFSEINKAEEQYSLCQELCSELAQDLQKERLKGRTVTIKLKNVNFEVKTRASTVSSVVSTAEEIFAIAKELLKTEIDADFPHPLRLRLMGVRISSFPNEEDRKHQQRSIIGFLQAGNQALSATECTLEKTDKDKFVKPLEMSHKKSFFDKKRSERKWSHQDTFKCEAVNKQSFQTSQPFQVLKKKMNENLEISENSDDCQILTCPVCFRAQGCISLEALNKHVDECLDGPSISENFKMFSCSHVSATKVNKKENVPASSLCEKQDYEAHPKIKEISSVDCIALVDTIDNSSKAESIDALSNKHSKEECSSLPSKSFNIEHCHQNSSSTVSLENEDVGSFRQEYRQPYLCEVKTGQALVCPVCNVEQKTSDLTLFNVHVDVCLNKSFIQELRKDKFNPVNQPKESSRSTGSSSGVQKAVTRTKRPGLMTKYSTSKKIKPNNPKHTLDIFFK
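Kinetic fluorescence screen: compound preincubated 15 min RT with 10 nM enzyme; 50 nM substrate (final) initiates; reads at 0/10 min.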
APEX1 inh – APE1 (human) endonuclease inhibition; P27695; recombinant APE1, TAMRA/BHQ-2 abasic DNA cleavage fluorescence; Potency, µM (titrated, usually from 65.8 µM), for inactives: at the top dose activity change, negative = inhibition, most hits filed as inhibitors; 350,000 tested, 0.35% active; AID 2517;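 also: plate controls were vehicle for no effect and reference inhibitor for full effect; nearly all actives have a fitted effect of over 55% in size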
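Endonuclease cleavage of a quenched abasic-site DNA duplex (50 nM) by APE1 (0.75 nM) was tracked by TAMRA dequenching. Compounds were preincubated with enzyme 15 min at room temperature; data normalized to buffer-only and DMSO wells plus NSC13755 control.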
JMJD2A Tudor – inhibitors of human JMJD2A Tudor domain; O75164; AlphaScreen JMJD2A-Tudor / H3K4me3 peptide binding; Potency, µM (series often up to 114 µM), for the others: at the highest dose activity change, negative = inhibition, actives largely listed as inhibitors; 390,000 tested, 4.4% active; AID 504339; also: % is scaled to controls: 0 for no effect and ±100 for the full control effect; nearly all actives have a fitted effect of over 50% in size
POLI inh – blocks human DNA polymerase iota activity; Pol iota fluorescent replication assay, 10 min; Potency, µM (highest dose often 115 µM), for inactives: top-dose activity, negative = inhibition, most hits filed as inhibitors; 390,000 tested, 1% active; AID 588590
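Fluorescent replication assay read twice, at 0 min and 10 min after adding 50 nM (final) substrate. Enzyme (10 nM) and compounds were first incubated 15 min at room temperature; enzyme-free buffer wells were negative controls.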
BLM helicase inh – Bloom syndrome helicase (human) inhibition | P54132 | recombinant BLM DNA unwinding, fluorescence dequenching | Potency, µM (series often up to 56.1 µM), inactives show at the top dose activity change, negative = inhibition, actives largely listed as inhibitors | 350,000 tested, 0.2% active | AID 2528;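 also: plate controls were vehicle for no effect and no enzyme for full effect; nearly all actives have a fitted effect of over 35% in size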
Pol eta inh – blocks human DNA polymerase eta activity. 390,000 tested, 1.2% active. recombinant Pol eta, fluorescent DNA replication assay. Potency, µM (top dose mostly 114 µM), without a hit: at the top dose activity change, negative = inhibition, usual class: inhibitors. Q9Y253; also: % is scaled to controls: 0 for no effect and ±100 for the full control effect
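Pol eta (10 nM) was preincubated with compounds for 15 min at room temperature, after which fluorescent replication substrate (50 nM final) was added to start the reaction. Fluorescence was read kinetically at 0 and 10 min.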
Pol beta inh – blocks human DNA polymerase beta activity. Potency, µM (highest dose often 114 µM), for inactives: at the highest dose activity change, negative = inhibition, usual class: inhibitors. Pol beta primer extension/strand displacement, fluorescence kinetic. 340,000 tested, 1.3% active; also: % is scaled to controls: 0 for no effect and ±100 for the full control effect
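Curves were derived by four-parameter Hill fits of normalized qHTS data. The kinetic fluorescent primer-extension read was taken at 0 and 10 min after 50 nM substrate, following a 15 min room-temperature preincubation of 10 nM enzyme with compounds.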
* marks the source's active call; other numbers are inactive results; ? = inconclusive; nt = not tested or not shown; & = joins results of further samples; [ ] = dose if it differs, or a comment. Calls follow the shape of the dose curve; as a rule, active = well fitted curve in the direction sought with a large enough effect; inconclusive = small, poorly fitted or top-dose-only effect, or another doubt; inactive = no such curve, though single readings can be large; an effect the other way counts as inactive or inconclusive. Potency is read from the fitted curve at half-maximal effect. Only part of the results is shown; count on the stated rates, not on these rows.

SMILES	BAZ2B inh	G9a block	POLK inh	APEX1 inh	JMJD2A Tudor	POLI inh	BLM helicase inh	Pol eta inh	Pol beta inh
COC(=O)C(NC(C)=O)(Nc1ccc(C)cn1)C(F)(F)F (configuration not stated)	26%	23%	-9%	1%	-21%	9%	-4%	-1%	-1%
CCOc1ccc(NC(=S)N(CCc2ccncc2)C(C)C)cc1	11%	?	9%	?	-12%	53%[activator]	6%	-5%	4%
CCN(CC)CC#CCC(OC)(c1ccccc1)c1ccccc1	-23%	-4%	-4%	0%	-8%	99%[activator]	1%	-6%	-3%
CCOC(=O)[C@H]1[C@H]2COc3ccc(OC)cc3[C@H]2N2C(=O)CNC(=O)[C@@]12C	-3%	0%[0.501 µM]	12%	52%	-6%	27%	nt	1%	nt
CC1(C)CC2CC(C)(CN2S(=O)(=O)c2ccc(N)cc2)C1 (configuration not stated)	-5%	14%[12.7 µM]	5%	-5%	-2%	21%	-3%	-14%	26%
COc1ccc(/C=C/C(=O)NC(=S)NNC(=O)c2c(-c3ccccc3)noc2C)cc1	6%	?	-1%	2%	-11%	18%	-3%	-10%	-13%
CCC1CCC(C(=O)NC(C(=O)NCCN2CCOCC2)C(C)C)CC1 (configuration not stated)	-1%	3%	-7%	25%	-16%	20%	-3%	1%	40%
O=C(COC(=O)/C=C/c1cn(-c2ccccc2)nc1-c1cccnc1)Nc1ccc(Cl)cc1Cl	8%	-25%	-10%	1%	-17%	34%[activator]	0%	-12%	-29%[57.1 µM]
CN1CCc2c(sc(/N=C/c3cccs3)c2C(N)=O)C1	-9%	?	-8%	4%	-26%	?	2%	-13%	2%
C=CCn1c(SCC(=O)NCc2ccc3c(c2)OCO3)nnc1-c1cccnc1	-5%	6%	5%	10%	-7%	-13%	-1%	-3%	20%
CC1(C)CC(=O)c2cnc3nc4ccccc4n3c2C1	-7%	18µM*	-14%	4%	-15%	4%	-6%	-8%	6%
CC1=C(C(N)=O)C(c2cccs2)n2nc(-c3cccc(C)c3)nc2N1 (configuration not stated)	-1%	13%[59 µM]	-9%	-2%	-2%	11%	0%	7%	26%
COc1ccc(CNC(=O)Cn2nc(C)n3cccc3c2=O)cc1	-20%&-11%	12%&-29%[59 µM]	17%&4%	24%	4%&-13%	66%[activator]	-2%&-6%	-9%	15%&-1%
O=C(NC1CCCc2ccccc21)c1cc(F)cc(F)c1 (configuration not stated)	7%	16%	-12%	7%	-3%	28%	-4%	-17%	48%
Nc1ncc(Br)cc1N=Cc1ccccc1	-5%	?	-28%	4%	-20%	10µM*	?	-24%	40µM*
COC(=O)c1ccc(NC(=S)NCc2ccco2)cc1	?	50µM*	3%	1%	-21%	8%	-3%	-3%	7%
CCCn1c(N)c(C(=O)CSc2nc3ncc(Cl)cc3[nH]2)c(=O)[nH]c1=O	11%	?	-10%	12%	-17%	5%	nt	-1%	nt
Cn1c(SC/C=C/c2ccccc2)nnc1-c1cccs1	-2%	18%[59 µM]	-3%	7%	-16%	10%	-9%	-15%	37%
CC(C)Nc1nc(NC(C)C)nc(OCCOC(=O)c2ccccc2)n1	-2%	1%	-11%	17%	-2%	226%[activator]	4%	-17%	12%
N#CCCN(C(=O)CSc1n[nH]c(=O)[nH]c1=O)c1ccccc1	nt	nt	-13%	6%	-8%	20%	nt	-19%	nt
Cc1ccccc1S(=O)(=O)Nc1ncc(C(F)(F)F)cc1Cl	?	-52%	4%	21%	-11%	76%[activator]	1%	-10%	37%[activator]
CCOC(=O)/C=C1\CN(Cc2ccc(OC)cc2)S(=O)(=O)c2ccccc21	12%	nt	2%	-13%	13%	-11%	-9%	-11%	27%
COc1ccccc1C(=O)Nc1ccnn1C1CCN(C(=O)C(C)(C)C)CC1	-6%[57.1 µM]	11%	11%	11%	-13%	37%[activator]	-1%	-2%	23%
COc1ccc(C)cc1NC(=O)c1cc(S(=O)(=O)NC2CCCCCC2)ccc1F	0%	18%[59 µM]	-15%[60.1 µM]	nt	-17%	?	-12%	-3%	13%

Look-ups from the results shown:
O=C(NC1CCCc2ccccc21)c1cc(F)cc(F)c1 (configuration not stated) in BLM helicase inh: -4%
CC(C)Nc1nc(NC(C)C)nc(OCCOC(=O)c2ccccc2)n1 in G9a block: 1%

Carrying on.
SMILES	BAZ2B inh	G9a block	POLK inh	APEX1 inh	JMJD2A Tudor	POLI inh	BLM helicase inh	Pol eta inh	Pol beta inh
O=C(CSc1nnc(CNc2ccccc2)o1)N1CCc2ccccc21	-6%	15%	-11%	6%	-7%	18%	0%	-5%	-9%
CNC(=O)COc1coc(CN2CCN(c3cccc(Cl)c3)CC2)cc1=O	-16%[57.1 µM]	42%	-7%	-18%	-5%	-17%	-1%	0%	9%
CCOc1ccc(N2CC(C(=O)OCC(=O)c3ccc(OC)cc3)CC2=O)cc1 (configuration not stated)	-12%	-10%	-19%	61%[activator]	56µM*	-1%	-10%	-6%	-4%
Cc1nc(Oc2ccccc2)c2ccsc2n1	14%	99%[activator]	-23%	-6%	16%	121%[activator]	-11%	-15%	4%
Cc1cc(C)nc(NC(=O)Cc2ccc([N+](=O)[O-])cc2)c1	-2%	-2%[59 µM]	-15%	4%	-21%	2%	1%	-8%	30%
O=C(C[C@H]1C/C=C\C[C@H](Cc2ccc(F)cc2)C(=O)O[C@@H](c2ccccc2)CNC1=O)N[C@H](CO)Cc1ccccc1	nt	nt	-11%	-6%	-20%	14%	nt	-17%	nt
Cc1cc(C)c(NC(=O)CCn2c(=O)c3cccn3c3ccccc32)c(C)c1	-36%	-10%[59 µM]	-10%	nt	-26%	51%[activator]	-12%	-15%	-13%
CCOC(=O)C(C)Sc1ncnc2nc[nH]c12 (configuration not stated)	1%	15%[59 µM]	-8%	1%	-9%	-5%[58.9 µM]	-4%	4%	19%
O=C(C[C@H]1C[C@H](C(=O)N2CCOCC2)[C@@]2(CCC3CCCC3)c3[nH]c4cc(-c5ccco5)ccc4c3CCN2C1=O)NCc1cccc(C(F)(F)F)c1	nt	nt	-10%	-21%	?	?	nt	-21%	nt
C(=N/Nc1nc(-c2ccccc2)cc(-c2ccccc2)n1)/c1cccnc1	-29%	-1%[59 µM]	-7%	6%	-7%	26%	-9%	-13%	2%
CCCCCCNC(=O)c1ncn[nH]1	?	28%	-2%	2%	2%	30%[activator]	-1%	-21%	3%
Cc1ccc(-n2ncc(C(=O)NCCN3CCCC3)c2C2CCN(C(=O)OC(C)(C)C)CC2)cc1C	-2%[57.1 µM]	-33%[59 µM]	-8%	nt	-22%	18%	-6%	-26%	2%
CC1(C)Cc2cccc(Oc3cc(NN4CCCCC4)c([N+](=O)[O-])cc3[N+](=O)[O-])c2O1	?	35µM*	5%	34%	?	34%[activator]	-4%	-16%	-2%
CNC(=O)c1cc2n(n1)CCCN(Cc1ccc(F)cc1)C2=O	1%	-2%[12.7 µM]	-3%[60.1 µM]	nt	11%	9%	-2%	-4%	85%[activator]
CC(Sc1nc2scc(-c3ccccc3)c2c(=O)[nH]1)C(=O)NC(N)=O (configuration not stated)	-13%	?	3%	1%	-11%	-2%	-2%	-3%	1%
Cc1ccc(NC(=O)COc2ccc(-c3nnco3)cc2)cc1S(=O)(=O)N1CCOCC1	nt	5%	-1%	?	-18%	28%	-1%	2%	37%
CCNC(=O)C1CCCN(c2nn3cc(-c4ccc(C)cc4)nc3s2)C1 (configuration not stated)	-2%	-49%[59 µM]	-9%	nt	-23%	-4%	0%	0%	-14%
CC(C)CC(NC(=O)c1ccc(Cl)cc1)C(=O)OCC(=O)c1ccc2c(c1)NC(=O)CO2 (configuration not stated)	11%	-2%[12.7 µM]	-3%	-7%	-6%	23%	5%	3%	4%
COc1ccc(F)cc1C1=CC(=O)C[C@H](c2ccc3c(c2)OCO3)C1	-1%	-1%[0.501 µM]	-23%	-2%	-23%	?	nt	?	nt
CC/C(O)=C1\C(=O)CC(C)(C)CC1=Nc1ccccc1C	3%	-2%	-15%	-6%	-3%	18%	-7%	-10%	3%
N=C1/C(=C\c2ccc(-c3cccc(Cl)c3)o2)C(=O)N=C2SC=C(c3ccccc3)N12	?	45µM*	?	2%	?	?	?	79µM*	10µM*
Cc1ccc(-c2c(C#N)c(N)n(-c3ccc(C)cc3)c(=O)c2C#N)cc1	7%	12%[2.33 µM]	-10%	3%	-26%	?	-6%	?	11%
CN(CC(=O)Nc1cccc(F)c1)C(=O)c1ccc(C2SCCS2)cc1	-7%	31%[59 µM]	-9%	-8%	-14%	2%	nt	0%	nt
O=c1[nH]c2c(s1)C(c1ccc(O)cc1)C1C3CCC(C3)C1S2 (configuration not stated)	?	?	8%	-1%	-35%	16%	-14%	-11%	0%

Molecules listed so far that have a CF3 group (3):
SMILES	BAZ2B inh	G9a block	POLK inh	APEX1 inh	JMJD2A Tudor	POLI inh	BLM helicase inh	Pol eta inh	Pol beta inh
COC(=O)C(NC(C)=O)(Nc1ccc(C)cn1)C(F)(F)F (configuration not stated)	26%	23%	-9%	1%	-21%	9%	-4%	-1%	-1%
Cc1ccccc1S(=O)(=O)Nc1ncc(C(F)(F)F)cc1Cl	?	-52%	4%	21%	-11%	76%[activator]	1%	-10%	37%[activator]
O=C(C[C@H]1C[C@H](C(=O)N2CCOCC2)[C@@]2(CCC3CCCC3)c3[nH]c4cc(-c5ccco5)ccc4c3CCN2C1=O)NCc1cccc(C(F)(F)F)c1	nt	nt	-10%	-21%	?	?	nt	-21%	nt

More compounds follow:
SMILES	BAZ2B inh	G9a block	POLK inh	APEX1 inh	JMJD2A Tudor	POLI inh	BLM helicase inh	Pol eta inh	Pol beta inh
Cc1ccc(-c2cc(C(=O)NCc3ccco3)c3ccccc3n2)o1	50µM*	?	79µM*	32µM*	50µM*	?	-22%	7.9µM*	18µM*
CC(C)=N/N=C1\NC(=O)C(C)S1 (configuration not stated)	-35%	12%	0%	2%	-13%	9%	0%	-6%	11%
COc1cc(C(C)=O)ccc1OCC(=O)OCCCOC(=O)COc1ccc(C(C)=O)cc1OC	3%	52%[activator]	-24%	-8%	-16%	-23%	2%	-8%	3%
CC(C)CN1CCC(C(=O)N2CCN(c3ccccc3F)CC2)CC1	?	10µM*	0%	7%	22µM*	24%	-12%	-20%	2%
Cc1onc(-c2c(F)cccc2Cl)c1C(=O)N1CCN(S(C)(=O)=O)CC1	39%[activator]	20%[59 µM]	-8%	4%	-5%	1%	0%	-5%	5%
O=C(O)C1CCCN1S(=O)(=O)c1ccc(F)cc1 (configuration not stated)	-2%	-10%	-8%	3%	-19%	-14%	-2%	-1%	26%

High-throughput results from PubChem BioAssay.
